hcGAS inh – Primary biochemical luminescence assay for human cyclic GMP-AMP synthase inhibitors; Q8N884; recombinant h-cGAS, ATP depletion, Kinase-Glo luminescence; inhibition, % at 12.5 µM; actives 0.081% (n = 290,000);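 note: 0% = vehicle reaction and 100% = reaction without DNA for no activity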
Target sequence (Q8N884 whole entry, looked up): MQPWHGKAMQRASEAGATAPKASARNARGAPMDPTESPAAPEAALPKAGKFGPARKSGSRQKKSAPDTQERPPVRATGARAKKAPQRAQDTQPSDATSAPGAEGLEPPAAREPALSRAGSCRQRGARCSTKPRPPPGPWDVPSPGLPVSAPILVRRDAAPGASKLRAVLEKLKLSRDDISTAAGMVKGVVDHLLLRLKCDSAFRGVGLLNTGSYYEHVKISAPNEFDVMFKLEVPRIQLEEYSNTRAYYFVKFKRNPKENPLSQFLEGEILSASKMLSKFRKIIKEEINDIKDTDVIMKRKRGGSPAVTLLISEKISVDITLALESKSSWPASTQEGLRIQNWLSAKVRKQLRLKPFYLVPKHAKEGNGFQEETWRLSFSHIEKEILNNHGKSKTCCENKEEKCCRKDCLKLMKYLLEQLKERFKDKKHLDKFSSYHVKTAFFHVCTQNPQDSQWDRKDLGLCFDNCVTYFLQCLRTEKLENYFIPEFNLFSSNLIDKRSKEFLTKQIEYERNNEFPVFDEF
mcGAS inh – cyclic GMP-AMP synthase inhibitors, mouse, primary biochemical chemiluminescence. Q8C6L5. recombinant cGAS, Kinase-Glo ATP depletion luminescence. inhibition, % at 12.5 µM. actives 0.15% (n = 160,000). AID 1259399, 2018;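 note: 0% = negative control wells and 100% = reference inhibitor with no enzyme activity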
NPYLR7 ag – agonists of mosquito NPYLR7 receptor, primary screen, cell-based, Aedes aegypti, calcium fluorescence, mosquito biting behavior. Aedes aegypti neuropeptide Y-like receptor 7 (NPYLR7). HEK293T NPYLR7/Galpha15, GCaMP6s calcium fluorescence. activation, % at 10 µM. actives 0.15% (n = 270,000). AID 1259423, 2018; in the data active = activation above about 40%;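 note: 0% = vehicle and 100% = reference agonist at the receptor; some compounds past the cut are filed as inactive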
Active calls of the source: *; . = not tested or not shown; & = joins results of further samples. Cut-off read from the data, not from the text of the source, unless noted: active = inhibition above about 40%; inactive = the rest.

Results follow in this order: hcGAS inh | mcGAS inh | NPYLR7 ag
NC(=O)[C@@H]1CCCN1CC[C@H]1CN(C(=O)C2CC2)CC[C@H]1CC(=O)O
  -8 | -8 | -7
CCCN1CCC(C)(C(=O)Nc2ccc3oc(CC)nc3c2)C1 (stereo unspecified)
  -7 | . | 1
COC(=O)c1ccc(C2NN(Cc3ccccc3)C3C(=O)NC(=O)C23)cc1 (stereo unspecified)
  -4 | -8 | -10
COc1ccc(N2CCN(C(=O)C3CC=CCC3C(=O)NCCc3ccc(O)cc3)CC2)cc1 (stereo unspecified)
  -6 | . | -8
O=P(O)(O)C(NCc1ccc(F)cc1)c1ccsc1 (stereo unspecified)
  -5 | . | 3
O=C(NCc1ccncc1)c1ccc(OC2CCN(Cc3ccoc3)CC2)cc1
  -8 | . | 20
CCCCN1CCCN(c2nc(CN3CCN(c4ccccc4)CC3)cc(=O)[nH]2)CC1
  -2 | -4 | .
O=[N+]([O-])c1ccc(S(=O)(=O)NCC(c2ccco2)N2CCc3ccccc3C2)cc1 (stereo unspecified)
  0 | -10 | -1
CC12CC(c3ccccc3O1)C(S(=O)(=O)c1ccc(F)cc1)C(=O)N2 (stereo unspecified)
  -11 | -7 | 8
CN(CCCOc1ccc(Cl)cc1)C(=O)CNC(=O)c1ccccc1
  -4 | . | 3
CN(Cc1csc(-c2ccccc2)n1)Cc1nccn1C
  -2 | . | -3
CN(C)CCN(C)[C@@H]1[C@H](O)[C@H](CO)O[C@@H]1CN
  0 | -3 | -10
CC(C)OCCCNC(=O)CC1CSc2nccc(=O)n21 (stereo unspecified)
  -6 | . | -2
c1ncn(CCSc2nnc(C3CC3)s2)n1
  0 | . | -2
COc1ccc(C(=O)Cn2nc(C)c3cnn(C(C)(C)C)c3c2=O)cc1
  -3 | . | 4
CC(Sc1nnnn1C1CCCC1)c1nc2scc(-c3cccs3)c2c(=O)[nH]1 (stereo unspecified)
  -2 | . | 7
COC(C)c1nc(C)c(C(=O)N2CCc3ccccc3CC2)s1 (stereo unspecified)
  -15 | . | 5
Cc1c(C)n2c3c(=O)[nH]c(=O)n(C)c3nc2n1C1CCCCC1
  -10 | . | 14
Cc1cccc(COC(CN2CCN(C(=O)COCc3ccccc3)CC2)c2ccc(Cl)cc2)c1 (stereo unspecified)
  -1 | -5 | -2
CCOC(=O)c1c(NC(=O)C(C)Cl)c(-c2cccc(F)c2)cn1C (stereo unspecified)
  -3 | -6 | 7
CC1(C)CC(NS(=O)(=O)c2ccc3c(c2)OCCO3)CC(C)(C)N1
  -5&-7 | . | -1&-5
CN(Cc1ccccc1)C(=O)C1(C)CCN1C(=O)Cc1cccc2ccccc12 (stereo unspecified)
  -5 | -5 | -5
COc1ccc(OC)c(C2N=C(N)Nc3nc4ccccc4n32)c1 (stereo unspecified)
  -6 | . | 1
CCOC(=O)C1=C(C)NC2=C(C(=O)CC(c3ccc(Cl)cc3)C2)C1c1ccc(F)cc1 (stereo unspecified)
  -4 | -6 | -3
CC(=O)Oc1ccc2c(=O)c(-c3ccc4c(c3)OCCO4)coc2c1
  0 | . | -4
CCN(CC1CCCO1)C(=O)c1cnn2c(C(F)(F)F)cc(C)nc12 (stereo unspecified)
  -6 | . | -5
CCN1CCN(c2nc(-c3ccccc3)nc3cc(Cl)ccc23)CC1
  3 | 1 | -8
CCC(=O)Nc1cccc(C2SCC(=O)N2c2cccc(CC)c2)c1 (stereo unspecified)
  -2 | 1 | -7
CCn1ccc2cc(C(=O)N3CC[C@H](CO)[C@@H](O)C3)ccc21
  -1 | -26 | -1
Cc1cc(C)n(CCNc2nncc(-c3ccc4c(c3)OCO4)n2)n1
  -5&-6 | . | 6&2
O=C(CC1CC2CCC1C2)Nc1ccccc1C(=O)Nc1ccc2c(c1)OCO2 (stereo unspecified)
  7 | . | -3
Cn1nc(C(=O)NCc2ccccc2)c2c1CCN(Cc1cccc3nccnc13)C2
  -21 | -7 | 19
COc1ccc(OC)c(C2C(C#N)=C(C)NC3=C2C(=O)CC(c2ccc(Cl)cc2)C3)c1 (stereo unspecified)
  6 | 9 | 13
COCC(O)CN(C)C(C)c1nc(C(C)(C)C)no1 (stereo unspecified)
  -9 | . | 7
COc1ccc2ccc(O)c(CN3CCOCC3)c2c1
  -3 | -3 | 7
Cc1nc(-c2cccc(C(=O)NCCC3CN(C)CCO3)c2)no1 (stereo unspecified)
  -5 | . | 2
Cc1ccc(S(=O)(=O)NC(CC(C)C)c2nnc3n2CCNCC3)cc1 (stereo unspecified)
  -7 | . | 8
O=C(NC1CCN(Cc2c(-c3cccnc3)[nH]c3ccccc23)C1)c1cc(F)cc(F)c1 (stereo unspecified)
  -10 | . | 10
Cn1ncc2c(=O)n(CCC(=O)Nc3cccc(CN4CCCC4=O)c3)cnc21
  -4 | . | 10
Cc1ccc(-n2nc(C)c(CCC(=O)N3CCc4ccccc4C3)c2C)cc1Cl
  -8 | -4 | -6
CN(CC1CCCCO1)c1nccc(CCC(F)(F)F)n1 (stereo unspecified)
  -8 | . | -6
Cc1ccccc1CS(=O)(=O)NC(C)(C)C
  4 | . | -10
O=C(C1COc2ccccc2O1)N1CCN(C(c2ccccc2)c2ccc(Br)cc2)CC1 (stereo unspecified)
  -13 | -6 | 29
Cc1noc(C)c1CN(C)Cc1ccc(C2CCCO2)s1 (stereo unspecified)
  -5 | -6 | .
CC(Oc1ccccc1)C(=O)NC(c1ccc(S(C)(=O)=O)cc1)c1cccc(N(C)C)c1 (stereo unspecified)
  -8 | -4 | -6
O=C(NC(C(=O)NC1CC1)C1CCN(C(=O)c2cccc(F)c2)CC1)c1cccs1 (stereo unspecified)
  -4 | -4 | -6
O=C(NCC(CO)Cc1cccc(OC(F)(F)F)c1)c1cnccn1 (stereo unspecified)
  -10 | . | 9
C=CCOCC(O)CN(CCc1nc(-c2cc(OC)c(OC)c(OC)c2)no1)Cc1ccccc1 (stereo unspecified)
  -5 | -9 | .
O=C(c1ccc2nc(N3C(=O)c4ccccc4C3=O)sc2c1)N1CCOCC1
  -5 | . | -6
O=C1Nc2ccccc2C12CCCN(c1noc(-c3ccccc3)n1)C2 (stereo unspecified)
  9 | . | -8
Cc1ccccc1Cn1c(C)c(C(=O)NCC2CC2)sc1=O
  -2 | . | 10
Cn1c(=O)c2c(SCC(=O)N3CCCc4ccccc43)nc(-c3ccc(F)cc3)nc2n(C)c1=O
  0 | . | -2
COc1ccc(-n2ncc(Oc3cccc(C)c3C)c(Nc3ccc(C(=O)NCc4cccnc4)cc3)c2=O)cc1
  -2 | 2 | -13
Cc1cc(N2CCN(Cc3noc(C)n3)CC2)nc(-c2ccccn2)n1
  0 | . | 10
Cn1ccc(C(=O)NC(CC(C)(C)C)c2ccc(F)cc2)cc1=O (stereo unspecified)
  -4 | . | 5
Cc1nc(C)c(CC(=O)N2CCc3[nH]c4ccc(F)cc4c3C2)c(=O)[nH]1
  -4 | . | 15
COc1cccc(Cc2nsc(N3CCCN(C(=O)Nc4ccc(OC)cc4OC)CC3)n2)c1
  -10 | -4 | -9
Cc1ccc(-c2nnc(SCc3ccc(C(=O)N4CCN(C)CC4)cc3)n2-c2ccccc2C)cc1
  -2 | -9 | 22
O=C(CCc1ccccc1)N1CCCC(OCc2cc(F)cc(F)c2)C1 (stereo unspecified)
  -6 | -4 | -2
CSCc1cc(F)ccc1CNC(=O)c1cccnc1
  -8 | . | 3

(further entries)
Results follow in this order: hcGAS inh | mcGAS inh | NPYLR7 ag
COCCn1c(SCC(N)=O)nc2c([nH]c3ccccc32)c1=O
  -2 | -5 | 1
CN(Cc1ccc(-n2cccn2)cc1)C(=O)c1cn(CC2CCCNC2)nn1 (stereo unspecified)
  -6 | -16 | -4
O=C(C=Cc1cccnc1)c1cccc([N+](=O)[O-])c1
  -17 | 27 | 9
CC(C)Cn1c(COC(=O)Nc2ccccc2)nc2ccccc21
  -15 | -17 | 3
CS(=O)(=O)Nc1cc(S(=O)(=O)Nc2ccc(Cl)cc2)ccc1O
  -7 | . | -1
COCCCNC(=O)c1nn(C)c2c1CN(C(=O)C1(c3ccc(Cl)cc3)CCC1)CC2
  -16 | -8 | 14
O=C(COc1ccccc1F)c1ccc[nH]1
  -14 | . | 15
O=c1[nH]c2ccccc2n1CN1CCN(c2ncccn2)CC1
  -2&-9 | -7 | -9&10
C[C@@H]1CN(c2ncnc3c2CCC3)C[C@@]1(O)C1CCC1
  -5 | -3 | .
O=C(NCCc1csc2nc(-c3cccs3)nn12)c1cccc(C(F)(F)F)c1
  15 | 7 | -13
Cc1cn2c3c(=O)n(Cc4ccc(Cl)cc4)c(=O)n(C)c3nc2n1CC1CCCO1 (stereo unspecified)
  -7 | . | -1
COc1cccc(C(=O)Oc2cc(C)[nH]c(=O)c2[N+](=O)[O-])c1
  -5 | -8 | 12
O=C(O)COc1ccc(N=Cc2nc(-c3ccc(Br)cc3)oc2O)cc1
  -2 | -3 | -3
CSc1nc(NC(C)C)c2cnn(CCNC(=O)c3ccc(OC(C)C)cc3)c2n1
  -4 | -5 | .
CCC(CC)C(=O)N(C)c1c(C)nc2c(OCC(=O)c3ccc(Cl)cc3Cl)cccn12
  -3 | -2 | 10
CC(=O)Oc1cc2oc3cc(C)ccc3[nH]c2c2c(=O)c3ccccc3c(=O)c12
  -5 | -8 | 7
Cn1c(C(=O)NC2CCCC2)cc2c(=O)n3ccccc3nc21
  -6&-5 | -6 | 1&0
CCN(CC)CCCC(C)NC(=O)c1cc(-c2ccc(Cl)cc2)n(-c2ccc(C)cc2)c1C (stereo unspecified)
  -8 | -5 | -1
COc1cc(NC(=O)CN2CCCC2c2cc(C)no2)ccc1Cl (stereo unspecified)
  -4 | . | -4
C=CCOC(=O)C1=C(C)NC(=O)NC1c1ccccc1Br (stereo unspecified)
  -6 | -3 | 1
c1ccc(N2CCN(c3cc(C4CC4)nc4ncnn34)CC2)cc1
  -8 | . | 0
N#Cc1ccc(NCC(O)c2ccco2)c(C(F)(F)F)c1 (stereo unspecified)
  -8 | . | 2
O=C(NC1CCN(c2ccccc2C(=O)N2CCCC2)CC1)c1ccco1
  -3 | -6 | -2
COc1ccc(Br)cc1/C=C/C(=O)N1CCCC(C(=O)Nc2ccccc2)C1 (stereo unspecified)
  4 | -2 | 1
CC(C)n1ccnc1CN1CCCC(OCc2cccnc2)C1 (stereo unspecified)
  -4 | -15 | 2
CCn1cnnc1CN(C)Cc1nc(-c2cc(OC)ccc2F)oc1C
  -4 | . | 9
Cc1cc(CNC(=O)c2cc3ncccn3n2)c2[nH]c(C)c(C)c2c1
  -1 | . | -3
COc1cc(-c2ccnc(N3CCN(C(=O)Cc4ccc(F)cc4)CC3)n2)cc(OC)c1OC
  -5 | -7 | 4
CN1Cc2sccc2C(c2ccc(O)c(O)c2)C1 (stereo unspecified)
  -6 | -5 | 5
Cc1nnnn1CCC(=O)N1CCN(C)C2(CCNC(=O)CC2)C1 (stereo unspecified)
  2 | -1 | .
COc1cccc(C(=O)Oc2coc(CSc3nncn3C)cc2=O)c1
  -7 | -6 | 22
Cc1cc(NC(=O)CSc2nc3c(-c4ccccc4)c(C)nn3c(=O)[nH]2)no1
  46* | -3 | 9
COc1ccc(CCOC(=O)C2CCCCN2C(=O)/C=C/c2ccoc2)cc1OC (stereo unspecified)
  -3 | -5 | 14
CC1(C(=O)NCCc2c[nH]c3ccccc23)CCN1C1Cc2ccccc2C1 (stereo unspecified)
  -8 | . | 13
CCc1nnc(S(=O)(=O)Cc2csc(C(C)C)n2)n1C
  -5 | . | 23
CCCn1nc(C(=O)NC(C)c2ccccc2C)c2ccccc2c1=O (stereo unspecified)
  -6 | . | 0
Cc1ccccc1NC(=O)Nc1cccc(-n2nc(OC(C)C)nc2-c2cccs2)c1
  0 | -2 | 3
CCOC(=O)CCCC(=O)N(Cc1ccco1)Cc1nc2cc(Cl)ccc2o1
  -7 | -5 | -5
CCOC(=O)CN(C)C(=O)CCc1nnc(-c2ccc(-c3ccccc3)cc2)o1
  1 | 1 | 8
O=C(Cn1cnc2ccccc2c1=O)Nc1ccn(CCc2ccccn2)n1
  -3 | . | -4
O=C(CNCCN1CCCC1)N(Cc1ccc(F)cc1)Cc1cccs1
  -1 | . | 6
Cc1noc(-c2ccnc(-c3ccc(C(N)=O)cc3)c2)n1
  -2 | . | 18
COc1ccc(OCC(=O)N=Nc2c(O)[nH]c3ccc(Br)cc23)cc1
  -1 | . | -4
CCc1cccc2sc(N(CCCN3CCOCC3)C(=O)c3ccc(C#N)cc3)nc12
  -6 | -12 | 1
O=C(Cn1ccnc1)c1ccccc1
  -6 | . | 16

Of the compounds above, 2 contain a COOH group:
Results follow in this order: hcGAS inh | mcGAS inh | NPYLR7 ag
NC(=O)[C@@H]1CCCN1CC[C@H]1CN(C(=O)C2CC2)CC[C@H]1CC(=O)O
  -8 | -8 | -7
O=C(O)COc1ccc(N=Cc2nc(-c3ccc(Br)cc3)oc2O)cc1
  -2 | -3 | -3

The list continues:
Results follow in this order: hcGAS inh | mcGAS inh | NPYLR7 ag
CC(=O)CCCCC(=O)N1CCC2(CCc3ccccc32)CC1
  -4 | . | 7
COC(=O)c1ccc(NC(=O)c2c(-c3ccccc3Cl)noc2C)cc1
  -3 | . | 6
Oc1cc2c(cc1CN1CCc3ccccc3C1)OCO2
  -7 | . | -6
Cc1ccc2nc(C3CC3)cc(C(=O)NCCC(=O)N(C)C)c2c1
  -5 | . | 7

Rewritten comma-delimited: 2 of the compounds above
smiles,hcGAS inh,mcGAS inh,NPYLR7 ag
Cc1ccc2nc(C3CC3)cc(C(=O)NCCC(=O)N(C)C)c2c1,-5,.,7
COC(=O)c1ccc(NC(=O)c2c(-c3ccccc3Cl)noc2C)cc1,-3,.,6
